Bioassay records: PubChem, Fisher Drug Discovery Resource Center
mcGAS lum: cyclic GMP-AMP synthase inhibitors, mouse, primary biochemical chemiluminescence; 160,000 tested, 0.15% active; recombinant cGAS, Kinase-Glo ATP depletion luminescence; Q8C6L5; inhibition, % at 12.5 µM; AID 1259399, 2018;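 note: 0% = negative control wells and 100% = reference inhibitor with no enzyme activity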
hcGAS inh: Primary biochemical luminescence assay for human cyclic GMP-AMP synthase inhibitors | Q8N884 | inhibition, % at 12.5 µM | 290,000 tested, 0.081% active | recombinant h-cGAS, ATP depletion, Kinase-Glo luminescence | AID 1259398, 2018;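 note: 0% = vehicle reaction and 100% = reaction without DNA for no activity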
Target sequence (Q8N884 whole entry, looked up): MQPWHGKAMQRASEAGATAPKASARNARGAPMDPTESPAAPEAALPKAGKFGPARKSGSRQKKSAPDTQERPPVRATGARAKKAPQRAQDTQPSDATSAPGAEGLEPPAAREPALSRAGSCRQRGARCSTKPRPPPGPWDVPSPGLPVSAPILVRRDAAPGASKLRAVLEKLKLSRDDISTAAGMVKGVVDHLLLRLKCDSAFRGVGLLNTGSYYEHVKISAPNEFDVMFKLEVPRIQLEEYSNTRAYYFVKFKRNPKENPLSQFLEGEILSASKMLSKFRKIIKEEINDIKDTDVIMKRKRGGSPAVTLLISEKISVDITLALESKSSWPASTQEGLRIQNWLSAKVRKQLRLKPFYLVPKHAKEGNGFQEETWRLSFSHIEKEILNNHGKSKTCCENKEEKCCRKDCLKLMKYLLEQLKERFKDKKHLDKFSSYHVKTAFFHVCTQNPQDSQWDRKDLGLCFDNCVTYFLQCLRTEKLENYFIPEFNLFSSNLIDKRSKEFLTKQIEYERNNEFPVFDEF
NPYLR7 ag: agonists of mosquito NPYLR7 receptor, primary screen, cell-based, Aedes aegypti, calcium fluorescence, mosquito biting behavior; Aedes aegypti neuropeptide Y-like receptor 7 (NPYLR7); HEK293T NPYLR7/Galpha15, GCaMP6s calcium fluorescence; activation, % at 10 µM; 270,000 tested, 0.15% active; AID 1259423, 2018; in the data active = activation above about 40%;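 note: 0% = vehicle and 100% = reference agonist at the receptor; some compounds past the cut are filed as inactive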
Starred values were filed as active, the others as inactive; nt = not tested or not shown; & = joins results of further samples. Cut-off read from the data, not from the text of the source, unless noted: active = inhibition above about 40%; inactive = the rest.

Fields – NPYLR7 ag | mcGAS lum | hcGAS inh
CC(=O)N1CCN(C(=O)CSCc2nc3ccccc3s2)CC1
 : -0.1 | nt | -2.3
O=C(NCCc1ccc2c(c1)OCO2)Nc1nnc(-c2ccccn2)s1
 : 5.1 | -12.5 | -6.8
CCc1nccn1C1CCCN(C(=O)c2ccc3nncn3c2)C1 (centres undefined)
 : 8.6 | nt | -12.2
COc1ccc(C2=NN(C(=O)C(C)C)C(c3ccc4nccnc4c3)C2)cc1 (centres undefined)
 : -0.3 | -7.9 | -8.4
Cc1cc(C(F)(F)F)c(C#N)c(SC(C)C(=O)N2CCNC2=O)n1 (centres undefined)
 : -0.6 | nt | -0.1
CCCOc1c(Cl)cc(C(=O)NC(C(=O)N(C)C)C(C)C)cc1OC (centres undefined)
 : -0.5 | -18.7 | -9.1
CCCc1nc(N)c(C#N)c(-c2ccco2)c1CC
 : -4.4 | -1.9 | -4.7
C=CCN(CC=C)C(=O)CSc1nnc(-c2ccc(OC)cc2)n1-c1ccccc1C
 : 6.7 | -7.3 | -3.3
C#CCOCC(O)CN(Cc1cccn1Cc1ccc(C(C)(C)C)cc1)CC1CCCCC1 (centres undefined)
 : 0.7 | -3.6 | -3.2
CC1=CC(=O)CC(C)(C)C1(O)/C=C/C(C)=C\C(=O)O (centres undefined)
 : nt | -6.2 | -3.8
COc1ccc(S(=O)(=O)c2c(C)cc(C)n(CC(=O)NCc3ccc(C)cc3)c2=O)cc1OC
 : 1.2 | -7.4 | -5.8
FC(F)(F)CCc1ccnc(NCC2CCOCC2)n1
 : 20.9 | nt | -2.2
COc1ccc(OCCN2CCC(C(=O)NC(c3ccsc3)c3ccccc3C)CC2)cc1 (centres undefined)
 : -10.4 | 1.8 | 2.4
C=C(Cl)CN1CCC(CN2CCCC2)CC1
 : -0.9 | nt | -11.4
Cc1ccc(C(C)NC(=O)NC2CC(=O)N(C)C2)o1 (centres undefined)
 : 4.3 | -14.5 | -4.4
CCNC(=O)CCC/C=C\C[C@@H]1[C@@H](/C=C/C(O)CCc2ccccc2)[C@@H](O)C[C@@H]1O (some centres undefined)
 : -2.7 | -8.9 | -8.1
COc1cccc(COc2coc(CN3CCCN(S(=O)(=O)c4ccc(OC(F)(F)F)cc4)CC3)cc2=O)c1
 : -8.6 | 0.9 | -0.1
Cn1nnc2cc(C(=O)N3CC[C@@H](c4ccc5c(c4)OCO5)[C@H](O)C3)ccc21
 : 2.5 | -11.9 | -4.2
CC(Sc1nnc2sc3ccccc3n12)C(=O)NCc1cccs1 (centres undefined)
 : 6.3 | nt | -0.7
CN1CCCC2(CC1)CCN(C(=O)CCc1ccccc1F)CC2
 : 2.2 | nt | 1.0
CC1CCc2c(sc3nc(-c4ccc(N(C)C)cc4)nc(N4CCNCC4)c23)C1 (centres undefined)
 : -2.6 | nt | 22.0
COc1cc(-c2nc3cc(C)ccn3c2NC2CCCCC2)ccc1OC(=O)c1cccc2ccccc12
 : 1.6 | 0.1 | -1.2
CCc1ccc(/C=C2/SC(=S)NC2=O)cc1
 : 18.2 | 4.5 | -6.4
COc1ccc(N(C)S(=O)(=O)c2ccc(OC)c(N3CCN(S(=O)(=O)c4cccc(C(F)(F)F)c4)CC3)c2)cc1
 : 26.2 | -7.6 | -3.6
CCOC(=O)Cn1c(=O)c2c(nc3n(-c4ccc(C(F)(F)F)cc4)c(C)c(C)n23)n(C)c1=O
 : 9.5 | -7.8 | 4.2
CSc1ccc(C(=O)C2CCCN(C(=O)CCc3c[nH]c4ccccc34)C2)cc1 (centres undefined)
 : 3.3 | -9.4 | -8.8
CCCCCCCC(C)=NN1C(=O)CSC1=S
 : 1.2 | nt | -6.3
CCCN1C(=O)c2ccccc2N(CC(=O)N(C)CC2OCCO2)C(=O)C1Cc1ccccc1 (centres undefined)
 : -0.5 | nt | -6.1
NC1=NC(=Nc2ccc(F)cc2F)c2ccccc21
 : 0.3 | -7.7 | -8.1
CCOC(=O)C1CCN(C(=O)c2cn(C)nc2OC)CC1
 : 0.5 | nt | -2.2

Random excerpt: 2 records from the list
Fields – NPYLR7 ag | mcGAS lum | hcGAS inh
CC1CCc2c(sc3nc(-c4ccc(N(C)C)cc4)nc(N4CCNCC4)c23)C1 (centres undefined)
 : -2.6 | nt | 22.0
CCc1nccn1C1CCCN(C(=O)c2ccc3nncn3c2)C1 (centres undefined)
 : 8.6 | nt | -12.2

(continued)
Fields – NPYLR7 ag | mcGAS lum | hcGAS inh
COCCN(C)C(=O)C1CCCc2ccn(CC3CC3)c21 (centres undefined)
 : -3.0 | nt | -0.4
COc1ccccc1N1C(=O)CSC1c1ccccc1NC(=O)c1ccc(Br)cc1 (centres undefined)
 : nt | -9.6 | -12.2
Cc1ccc(-n2ncc3c(C)nnc(SCC(=O)NCC4CCCO4)c32)cc1C (centres undefined)
 : -5.0 | -13.2 | -10.9
Cc1cc(C(=O)N(Cc2ccccn2)c2nc3c(F)cc(F)cc3s2)nn1C
 : 2.1 | nt | -2.0
CN(CCCN1C(=O)CC2(C1=O)C(=O)N(Cc1ccccc1)c1ccccc12)S(C)(=O)=O (centres undefined)
 : -0.4 | 0.5 | 0.6
NNc1ccc2c(Cl)cc(Cl)c(O)c2n1
 : 8.6 | 1.2 | -8.0
CS(=O)(=O)c1ccc(C(NC(=O)CCCCC2CCSS2)c2ccc3c(c2)CCO3)cc1 (centres undefined)
 : -22.8 | -2.6 | -3.9
CCOc1ccc(NCC(O)Cn2c3ccccc3n3c(=O)cc(C)c(C#N)c23)cc1 (centres undefined)
 : 1.9 | -4.6 | -8.1
Fc1cccc(C2CCCCN2Cc2nc(-c3cnccn3)no2)c1 (centres undefined)
 : 2.9&-0.7 | -10.7 | 6.2&-7.4
CCc1cn[nH]c1C1CCN(c2cc(C(C)C)nc(C(F)(F)F)n2)CC1
 : 16.3 | nt | -2.0
CCn1ncc(-c2cccnc2OC)c1C(=O)OC
 : 11.7 | nt | -10.9
C(=NN1CCN(Cc2ccccc2)CC1)c1ccc(OCc2ccccc2)cc1
 : 0.5 | -7.4 | -9.6
CCCN(Cc1c(C)nn(-c2ccccc2)c1N1CCN(C)CC1)C(=O)NC1CCCCC1
 : 2.0 | -7.3 | -11.3
CC(C)Oc1ccc(C(O)=C2C(=O)C(=O)N(CCCN(C)C)C2c2ccco2)cc1 (centres undefined)
 : 3.1 | -5.6 | -3.5
CCCn1c(N)c(N2CCOCC2)c(=O)n(CC(=O)Nc2ccc(C)c(F)c2)c1=O
 : 2.8 | -3.9 | -1.2

Profiles from above. Order of screens: NPYLR7 ag	mcGAS lum	hcGAS inh
CCc1cn[nH]c1C1CCN(c2cc(C(C)C)nc(C(F)(F)F)n2)CC1 reads 16.3	nt	-2.0
CN(CCCN1C(=O)CC2(C1=O)C(=O)N(Cc1ccccc1)c1ccccc12)S(C)(=O)=O (centres undefined) reads -0.4	0.5	0.6
C(=NN1CCN(Cc2ccccc2)CC1)c1ccc(OCc2ccccc2)cc1 reads 0.5	-7.4	-9.6
CCCN(Cc1c(C)nn(-c2ccccc2)c1N1CCN(C)CC1)C(=O)NC1CCCCC1 reads 2.0	-7.3	-11.3
COCCN(C)C(=O)C1CCCc2ccn(CC3CC3)c21 (centres undefined) reads -3.0	nt	-0.4

Following part:
Fields – NPYLR7 ag | mcGAS lum | hcGAS inh
Cc1nc(C)c(C(=O)NCCN2CC(C)OC(C)C2)s1 (centres undefined)
 : nt | -5.7 | -7.6
CCCCn1nnc(-c2nc(N3CCOCC3)nc(N3CCOCC3)n2)n1
 : -1.2 | nt | -10.5
CC(C)c1c(C(=O)N2CCC(C(N)=O)CC2)cnn1-c1ccc(F)cc1
 : 7.7 | nt | -7.7
COc1cccc(/C=C2/SC(=S)N(CCC(=O)Nc3nnc(C)s3)C2=O)c1
 : -5.2 | -6.9 | -4.1
C=CCC(=O)N1CCCC(CNC(=O)c2ccc(-c3ccccc3)cc2)C1 (centres undefined)
 : 7.3 | -5.8 | -2.6
CCCCSc1nnc2c(n1)OC(c1cccc(OC)c1)Nc1ccccc1-2 (centres undefined)
 : -8.4 | 3.2 | 3.7
COc1ccc(-c2cc(-c3ccc(OC)cc3)c(C#N)c(SCc3ccccc3C)n2)cc1
 : -2.9 | nt | -5.5
CCc1[nH]c2c(CNC(=O)c3cc(C)[nH]n3)cc(F)cc2c1C
 : 5.2 | -11.4 | -5.2
O=C(N[C@@H]1CCCCC1NC(=O)C1CCN(S(=O)(=O)c2cccc(C(F)(F)F)c2)CC1)c1ccccc1 (some centres undefined)
 : 2.0 | -4.4 | -5.0
CC(=O)NCC(=O)Nc1cccc(Cl)c1NC(C)C
 : -8.5 | -16.2 | -6.9
CCCS(=O)(=O)C(C)C(=O)Nc1cccc(-c2nccc(C)n2)c1 (centres undefined)
 : 0.1 | nt | -6.7
Cc1noc(C)c1S(=O)(=O)N1CCCC2(CC1)CN(C)C(=O)O2 (centres undefined)
 : 5.3 | nt | -1.5
COc1cccc2cc(C(=O)N3CC(C)OC(C)C3)c(=O)oc12 (centres undefined)
 : 1.5 | -0.7 | 1.4
Cc1c(C)n2c3c(=O)n(CCC(C)C)c(=O)n(C)c3nc2n1-c1ccccc1N
 : 10.1 | -8.5 | -0.9
COc1cc(OC)cc(C(NS(=O)(=O)N2CC(C)OC(C)C2)c2nccn2C)c1 (centres undefined)
 : -0.3 | nt | -7.7
N#CC(=C(O)CN1C(=O)c2ccccc2S1(=O)=O)c1nc2ccccc2[nH]1
 : 5.7 | -4.9 | 1.0
N#Cc1ccccc1OCC(=O)Nc1cccc(F)c1
 : -2.9 | nt | -9.2
O=C(c1ccc[nH]1)N1CCC(c2[nH]ncc2-c2ccccc2)CC1
 : -5.3 | nt | -4.5
O=C(N[C@@H]1CCCCC1NC(=O)C1CCCN(C(=O)Cc2cccs2)C1)c1ccc(F)cc1 (some centres undefined)
 : nt | -4.7 | 1.1
Cc1nc(C(=O)O[C@@H]2CCN(Cc3ccccc3)C2)c2n1CCCC2
 : 1.8 | nt | -8.8
CC(C)CCc1nc(N2CCCN(C(=O)c3cccc([N+](=O)[O-])c3)CC2)c2cnn(-c3cccc(Cl)c3)c2n1
 : 26.8 | -1.8 | -3.7
COC(=O)c1ccccc1OC1C=C(C)C(=O)O1 (centres undefined)
 : -3.6 | nt | 4.1
C=NC(C(=O)NC1C(=O)N2C1SC(C)(C)C2C(=O)O)c1ccccc1 (centres undefined)
 : -12.1&-7.2 | nt | -2.3&-1.4
CN(C)c1nc(N(C)C)nc(C(CCC#N)([N+](=O)[O-])[N+](=O)[O-])n1
 : -8.5 | -6.0 | -4.7
O=C(c1ccc(CSc2nnc(-c3cccs3)n2-c2ccccc2F)cc1)N1CCN(c2ccccc2F)CC1
 : 15.8 | -6.4 | -14.5
CCCCC(=O)Nc1c(C)nc2ccc(C)cn2c1=O
 : 6.0 | nt | -15.4
CCn1c(CN2CC[C@@H](c3sccc3C)[C@H](O)C2)nc2ccccc21
 : -2.3 | nt | -0.8
CN(Cc1cnccn1)c1ccc(-c2nc(-c3cccc(Cl)c3)no2)cn1
 : 13.2 | -16.4 | -7.9
Cc1ccc(-c2nccc(C(F)(F)F)n2)c(-n2cccn2)c1
 : 2.3 | nt | -5.9
CCOC(=O)c1c(NC(=O)c2c(C)noc2C)c(-c2ccc3c(c2)OCO3)cn1C
 : 2.2 | -8.8 | -7.7

Only mcGAS lum and NPYLR7 ag, for some of the entries so far:
SMILES,mcGAS lum,NPYLR7 ag
CSc1ccc(C(=O)C2CCCN(C(=O)CCc3c[nH]c4ccccc34)C2)cc1 (centres undefined),-9.4,3.3
CCCCCCCC(C)=NN1C(=O)CSC1=S,nt,1.2
CCCN1C(=O)c2ccccc2N(CC(=O)N(C)CC2OCCO2)C(=O)C1Cc1ccccc1 (centres undefined),nt,-0.5
NC1=NC(=Nc2ccc(F)cc2F)c2ccccc21,-7.7,0.3
CCOC(=O)C1CCN(C(=O)c2cn(C)nc2OC)CC1,nt,0.5
COCCN(C)C(=O)C1CCCc2ccn(CC3CC3)c21 (centres undefined),nt,-3.0

Next part.
Fields – NPYLR7 ag | mcGAS lum | hcGAS inh
CCOC(=O)c1ccc(NC(=O)Nc2ccc(C3NC(=S)N(CC)C(C)=C3C(=O)OC)cc2)cc1 (centres undefined)
 : 15.9 | -5.4 | -8.4
CN(CCc1ccccc1)C(=O)c1ccc(-c2ccc(F)cc2)s1
 : 3.3 | -8.5 | -10.7
CC(c1ccc(-c2cc(C(=O)N3CCN(C)CC3)ccn2)cc1)N1CCCC1 (centres undefined)
 : 23.5 | -14.7 | -1.8
Cc1cccc2[nH]c(C3CCCN3C(=O)C3=NNC(=O)CC3)nc12 (centres undefined)
 : 12.0 | nt | -6.9
Cc1cc(C)c(S(=O)(=O)N2CCNCC2)c(C)c1
 : -5.6 | -2.5 | -0.2
CCCc1nc(C(=O)N2Cc3cnc(-c4ccccc4)nc3C2)cs1
 : -4.8 | -12.9 | -5.6
CCCCC(CC)C(=O)Nc1c(-c2ccc(C)cc2)nc2cc(C)ccn12 (centres undefined)
 : -5.7 | -6.8 | -6.1
O=C(NCC1CCCCO1)c1coc(COc2cccc(C(F)(F)F)c2)n1 (centres undefined)
 : 4.6 | nt | -8.9
COCc1cc(C)nc(OCC(=O)N/N=C\c2cc(I)cc(I)c2O)c1C#N
 : -8.1 | 1.8 | -0.6
N#CCCNC(=O)c1ccc(-c2cccc(Cl)c2)s1
 : 13.0 | -2.9 | 2.2
CCCC(=O)C1=C(c2ccc(F)cc2)N(C(=O)CCC)n2cnnc2S1
 : 4.5 | nt | -13.6
